# NPR2 activator: human GC-B receptor activators, primary screen, HEK293 GC-B cells, cGMP TR-FRET, EC30 CNP; Atrial natriuretic peptide receptor 2 (Homo sapiens), P20594; 0% at EC30 CNP, 100% saturating CNP; activation, % at 10 µM; hit rate 0.11% among 370,000;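 active = activation at 10 µM reaching about 35% in either raw or pattern-adjusted values, limit read from the data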
# KLK7 zymogen act: proKLK7 zymogen activators, primary screen, biochemical, fluorescence intensity. purified proKLK7, EDANS-DABCYL substrate fluorescence; 100% is mature enzyme control, 0% vehicle. hit rate 0.9% among 370,000. activation, % at 7 µM. AID 652039, 2013;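 active = activation above the mean of all tested compounds plus 3 SD, computed per campaign excluding outliers beyond control limits, cut at about 13% in these data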
# Target sequence (P49862 whole entry, looked up): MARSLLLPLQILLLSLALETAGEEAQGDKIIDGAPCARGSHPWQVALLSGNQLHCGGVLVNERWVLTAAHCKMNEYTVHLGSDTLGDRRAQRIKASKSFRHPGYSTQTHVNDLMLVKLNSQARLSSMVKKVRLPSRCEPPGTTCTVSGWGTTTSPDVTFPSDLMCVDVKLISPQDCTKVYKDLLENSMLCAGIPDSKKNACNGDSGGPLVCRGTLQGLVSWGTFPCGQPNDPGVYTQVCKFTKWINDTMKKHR
# FXN GAA850 act: FXN promoter activators, primary screen, cell-based, luciferase luminescence, HEK293 lucGAA850; AID 540364, 2011; hit rate 0.56% among 360,000; HEK293 lucGAA850 FXN promoter luciferase reporter, 24 h; percent of 10 µM SAHA response; activation, % at 6 µM;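 active = activation above the average of all compounds screened plus 3 SD, cutoff fixed separately per campaign, cut at about 7.5% in these data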;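 also: 0% = DMSO wells and 100% = 10 µM SAHA wells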
# hgDAF-12 ag: H. glycines DAF-12 receptor agonists, primary screen, cell-based, luminescence, HEK293, GAL4 fusion, UAS-luciferase. Nuclear hormone receptor DAF-12 (Heterodera glycines), GAL4 fusion. AID 687014, 2013. activation, % at 6.8 µM. HEK293 GAL4-hgDAF12 UAS-luciferase reporter, agonist luminescence; normalized to butyrate control. hit rate 1.8% among 370,000;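 active = activation above a cutoff set at the mean of all screened compounds plus 3 SD, cut at about 10% in these data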;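 also: 0% = DMSO wells and 100% = sodium butyrate wells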
# NPR1 activator: GC-A stimulated cGMP production enhancers – HEK293 GC-A cells, cGMP TR-FRET, EC30 ANP, primary screen; AID 1671463, 2021; hit rate 0.14% among 370,000; activation, % at 10 µM; 0% at EC30 ANP, 100% saturating ANP; in the data active = activation above about 40%
# ssDAF-12 act: S. stercoralis DAF-12 nuclear receptor activators, primary screen, cell-based, luminescence, HEK293, GRIP1 co-expression, lit1-tk-luc. AID 652126, 2013. hit rate 1% among 370,000. activation, % at 6.8 µM. HEK293 ssDAF-12/GRIP1 lit1-tk-luc reporter; % of 3 µM dafachronic acid response. Nuclear hormone receptor DAF-12 (Strongyloides stercoralis);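 active = activation above the mean over all tested compounds plus 3 SD, cut at about 0.9% in these data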;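 also: 0% = DMSO-only wells and 100% = 3 µM delta7-dafachronic acid wells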
# SMARCA2 activ: SMARCA2 (BRM) function activators, primary screen, cell-based, luminescence, high throughput | MG213 cells, MMTV-luciferase reporter, dexamethasone, overnight | activation, % at 9.1 µM | AID 652017, 2013 | hit rate 1% among 370,000; in the data active = activation above about 7.8%;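 also: 0% = vehicle wells and 100% = reference activator wells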
# HGIII-sPLA2 inh: human group III sPLA2 inhibitors, primary screen, biochemical, QFRET, BODIPY PC-A2 liposome substrate. QFRET BODIPY PC-A2 liposome hydrolysis, fluorescence. inhibition, % at 12.2 µM. AID 743126, 2013. hit rate 0.56% among 370,000;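 active = inhibition above mean plus 3 SD of compounds lying within the high and low control bounds, cut at about 19% in these data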;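 also: 0% = median of test compound wells and 100% = no enzyme DMSO wells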
# Target sequence (Q9NZ20 whole entry, looked up): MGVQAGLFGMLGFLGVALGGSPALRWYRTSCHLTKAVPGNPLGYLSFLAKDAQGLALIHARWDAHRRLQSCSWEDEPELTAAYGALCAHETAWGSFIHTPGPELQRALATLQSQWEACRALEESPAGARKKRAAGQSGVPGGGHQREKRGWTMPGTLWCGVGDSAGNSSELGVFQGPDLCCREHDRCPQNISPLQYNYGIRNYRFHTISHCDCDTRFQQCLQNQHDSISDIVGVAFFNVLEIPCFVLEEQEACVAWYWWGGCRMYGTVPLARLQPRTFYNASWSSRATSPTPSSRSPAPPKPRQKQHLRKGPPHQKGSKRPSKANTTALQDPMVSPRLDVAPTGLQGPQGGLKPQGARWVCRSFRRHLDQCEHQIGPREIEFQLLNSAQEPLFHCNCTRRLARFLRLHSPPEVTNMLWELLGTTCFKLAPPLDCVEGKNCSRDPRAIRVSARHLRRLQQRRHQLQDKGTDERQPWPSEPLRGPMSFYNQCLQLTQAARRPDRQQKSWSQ
# DAX1 inh-1: DAX1 (NR0B1) inhibitors on StAR promoter, primary screen, cell-based, luminescence, SF-1 (NR5A1), full-length DAX-1; HEK293T StAR-luciferase reporter, SF-1/DAX-1 repression relief; inhibition, % at 6.8 µM; hit rate 1.1% among 370,000; AID 652010, 2013;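 active = inhibition above the mean over all tested compounds plus 3 SD, cut at about 3.6% in these data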;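 also: 0% = DAX-1 cells with DMSO and 100% = cells lacking DAX-1 with DMSO; higher inhibition means more luminescence from relief of DAX-1 repression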
# DAX1 inh-2: DAX1 (NR0B1) inhibitors, primary screen, cell-based, HEK293, Gal4-DAX1, luciferase luminescence. inhibition, % at 6.75 µM. Nuclear receptor subfamily 0 group B member 1 (Homo sapiens), P51843. AID 504766, 2011. HEK293 Gal4-DAX1 luciferase reporter. hit rate 0.99% among 340,000;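 active = inhibition above the mean over all tested compounds plus 3 SD, cut at about 4.2% in these data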;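 also: 0% = DAX1-transfected cells with DMSO and 100% = empty-vector control cells with DMSO; inhibition shows as a rise in luminescence from relieved DAX1 repression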
# Target sequence (P51843 207-470 limits assumed): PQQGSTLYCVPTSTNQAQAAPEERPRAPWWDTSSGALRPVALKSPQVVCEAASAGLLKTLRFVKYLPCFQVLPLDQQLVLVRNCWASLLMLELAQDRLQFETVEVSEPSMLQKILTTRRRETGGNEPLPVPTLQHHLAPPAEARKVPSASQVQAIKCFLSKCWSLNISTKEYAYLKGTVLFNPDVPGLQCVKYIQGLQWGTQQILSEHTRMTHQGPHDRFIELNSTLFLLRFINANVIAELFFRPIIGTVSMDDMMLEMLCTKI
# hcDAF-12 act: H. contortus DAF-12 nuclear receptor activators, primary screen, cell-based, luminescence, HEK293, lit1-tk-luc reporter; HEK293 hcDAF-12 lit1-tk-luc reporter; 0% DMSO, 100% Δ7-dafachronic acid; activation, % at 6.8 µM; hit rate 1.4% among 370,000; AID 652067, 2013;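 active = activation above the mean of all tested compounds plus 3 SD, cut at about 5.5% in these data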;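 also: 100% = response to 3 µM Δ7-dafachronic acid high control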
# Active calls of the source: *; / = not tested or not shown.
SMILES,NPR2 activator,KLK7 zymogen act,FXN GAA850 act,hgDAF-12 ag,NPR1 activator,ssDAF-12 act,SMARCA2 activ,HGIII-sPLA2 inh,DAX1 inh-1,DAX1 inh-2,hcDAF-12 act
COC(=O)COc1ccc(S(=O)(=O)Nc2ccc3c(c2)OCO3)cc1,-1,-0.1,1.9,-1.9,7,-1.2,-2,8,0.5,-0.4,-0.3
CCCCN(C(=O)c1c(C)noc1C)c1c(N)n(CCCC)c(=O)[nH]c1=O,1,0.7,-1.3,-0.1,2,-0.9,3,3,-0.1,-1.5,0.3
CSCC(C)N1CCC(N2CCC(C(=O)NCc3ccccn3)CC2)CC1 (stereo unspecified),4,-0.3,0.6,-1.2,2,-0.4,-1,3,0.5,0.6,1.7
COc1ccc(NC(=O)/C=C/c2ccc(OC)c(OC)c2)cn1,-1,-0.2,0.0,1.2,-6,-1.6,-5,3,-1.2,0.2,-1.4
CCCCN(CC)CCCNC(=O)c1cn(C)c(=O)c2c1c1ccccc1n2C,-5,-6.3,-0.7,0.9,-14,-1.0,0,6,1.0,0.1,-0.8
Cc1ccc(S(=O)(=O)Nc2ccccc2CNc2ccccn2)cc1,-3,0.0,2.0,0.5,-4,-1.6,2,-13,-0.6,-0.2,-2.0
CCN(CC)S(=O)(=O)c1ccc(N2CCOCC2)c(NC(=O)c2ccc(=O)n(C)n2)c1,1,1.3,2.0,0.3,-2,-0.3,7,1,0.1,-0.8,-0.6
COC(=O)c1ccc(Cl)c(S(=O)(=O)N2CCCC2)c1,-4,-0.5,1.1,-0.9,1,-1.1,3,9,-0.3,0.7,-2.5
COc1ccc(NC(=O)c2ccc(Cl)c(S(=O)(=O)N3CC(C)OC(C)C3)c2)cn1 (stereo unspecified),1,-0.2,-3.4,-1.4,1,-1.7,-3,2,-1.2,-1.1,-0.2
Cc1scc(C(=O)Nc2ccon2)c1-c1ccccc1,6,-0.2,-3.3,-0.9,1,-2.2,-1,4,-0.7,0.9,-2.3
CC1CCN(Cc2nc3c(c(=O)n(C)c(=O)n3C)n2CCc2ccccc2)CC1,-5,0.2,2.1,0.0,-5,-1.2,1,2,-0.1,1.0,-0.4
O=c1c(Cc2ccc(F)cc2)c(O)ccn1Cc1ccc(Cl)cc1Cl,-1,0.3,-0.5,0.0,4,-1.4,0,2,0.4,2.2,0.2
COC(=O)[C@H](C)NC(=O)Nc1cc(Cl)ccc1C,4,0.2,0.3,2.2,4,-1.0,3,-7,-0.7,0.1,-0.9
COC(=O)[C@]12CCCCC=C1N(Cc1ccc3c(c1)OCO3)C(=O)[C@H](CC(=O)N1CCCCC1)C2,1,-0.1,/,-2.0,-1,-1.6,-4,12,-1.7,/,-0.9
Cc1ccc2c(NC(=O)C3CC3)cccc2n1,5,-0.3,0.9,-2.0,3,-0.9,2,1,-1.2,0.2,-1.8
CCOC(=O)C1=C(C)N=c2s/c(=C\c3cccc(OCC(=O)O)c3)c(=O)n2C1c1ccccc1 (stereo unspecified),-2,0.6,-1.6,2.8,0,-1.4,-1,-42,-0.1,-1.6,-2.2
CCN(CC)C(=O)COC(=O)c1ccc(C)c(NC(=O)c2ccco2)c1,0,-0.2,2.1,6.3,2,-0.9,0,-3,-0.9,-1.6,-0.5
Cc1cc2cc(C#N)c(SCC(=O)Nc3nonc3C)nc2cc1C,-6,0.3,4.0,0.3,0,-1.5,0,7,0.4,-0.7,1.5
OCCC1CN(Cc2cccn2-c2nccs2)CCN1C1CCCCC1 (stereo unspecified),-1,-0.5,2.7,6.8,0,-0.9,0,2,-0.1,-0.4,1.2
COc1ccc(S(=O)(=O)N(C)C)cc1NC(=O)CN1C(=O)NC2(CCCC2)C1=O,6,-0.1,-2.5,0.5,5,-0.5,2,-4,-0.1,2.0,-0.3
Cc1cc(NC(=O)CCc2c[nH]c3ccccc23)ccc1Nc1cccnc1,-5,-0.6,/,-0.8,2,-1.3,-6,-26,-1.5,/,-0.7
Cc1cccc(C(=O)NC2CC3CCCC(C2)N3C(=O)NC2CCCCC2)c1 (stereo unspecified),-6,-0.1,1.9,0.1,1,-1.1,3,3,-0.3,0.2,-2.2
Cc1ccc(NC(=O)CCN2C(=O)OC(C)(C)C2(C)O)cc1 (stereo unspecified),1,0.4,-0.1,-0.3,3,-1.4,-1,1,-0.4,0.9,0.5
O=C(/C=C/c1ccc(F)cc1)N1CCCN(C(=O)/C=C/c2ccc(F)cc2)CC1,-1,0.4,1.1,-0.8,1,-0.5,-1,7,0.5,1.9,-0.2
CC(C)(C)S(=O)(=O)N1Cc2ccc(CO)cc2[C@@H]1CCO,-1,0.1,0.5,-0.5,5,-1.1,1,0,-0.8,-0.5,0.3

# Filtered by structure: the compounds so far with an NH in an aromatic ring.
SMILES,NPR2 activator,KLK7 zymogen act,FXN GAA850 act,hgDAF-12 ag,NPR1 activator,ssDAF-12 act,SMARCA2 activ,HGIII-sPLA2 inh,DAX1 inh-1,DAX1 inh-2,hcDAF-12 act
CCCCN(C(=O)c1c(C)noc1C)c1c(N)n(CCCC)c(=O)[nH]c1=O,1,0.7,-1.3,-0.1,2,-0.9,3,3,-0.1,-1.5,0.3
Cc1cc(NC(=O)CCc2c[nH]c3ccccc23)ccc1Nc1cccnc1,-5,-0.6,/,-0.8,2,-1.3,-6,-26,-1.5,/,-0.7

# The list goes on.
SMILES,NPR2 activator,KLK7 zymogen act,FXN GAA850 act,hgDAF-12 ag,NPR1 activator,ssDAF-12 act,SMARCA2 activ,HGIII-sPLA2 inh,DAX1 inh-1,DAX1 inh-2,hcDAF-12 act
O=Cc1cccn1-c1ccc(O)cc1,4,1.0,-1.7,-1.2,-2,-1.2,-1,5,0.2,-0.3,-1.4
CC(=O)Nc1cccc(-c2nc3ccccc3s2)c1,-3,0.7,6.5,11*,9,-0.2,1,-5,1.6,0.2,1.4
Cc1cccc(NC(=O)CCSc2nnc(Cc3ccccc3)o2)c1,1,0.2,0.6,0.8,-2,-1.4,-5,-7,0.0,-1.2,-0.9
CSc1n[nH]c(=O)n1-c1cccc(Cl)c1,5,0.2,-0.5,-1.3,1,-0.9,-2,20*,0.1,0.6,-0.3
C/C(CC(=O)Nc1ccc(OCc2ccccc2)cc1)=N\NC(=O)C(=O)Nc1cccc(C)c1,-1,-0.2,1.1,6.1,-3,-1.3,-3,-29,-0.2,-1.2,-0.7
COc1ccc(C(=O)NCCCSc2ccccc2)cc1F,2,-0.7,0.0,-0.8,2,-1.6,-2,-3,0.1,0.9,2.2
Cc1ccc(CN(CC(=O)NCc2ccccn2)S(=O)(=O)c2ccccc2)cc1,2,0.5,2.5,0.1,0,-0.5,-2,6,-0.4,0.5,2.9
COc1ccc(NC(=O)CSC2=NC(=O)CC(C)=N2)cc1,5,0.1,-1.2,-1.7,0,-0.7,0,-4,-0.3,-0.1,-0.1
COc1ccc(/C=N/NC(=O)c2ccncc2)cc1[N+](=O)[O-],-6,-0.2,2.1,2.7,1,-0.3,-1,-1,-0.1,0.2,-1.6
COc1ccccc1C(=O)N1CCN(C(=O)[C@H]2O[C@@H](n3ccc(=O)[nH]c3=O)[C@H](O)[C@@H]2O)CC1,0,0.1,/,-1.0,0,-1.1,4,6,-0.5,/,-0.2
Cc1cccc(C)c1NC(=O)CNC(=O)c1ccc(N2CCCC2)c([N+](=O)[O-])c1,-4,1.0,0.3,1.7,1,-0.9,-3,0,-0.4,-0.3,-0.2
COc1cc(O)oc1C=Nc1ccc(C(F)(F)F)cc1,-7,0.1,1.4,1.3,-13,-1.0,-3,-15,-0.1,1.7,2.2
COc1ccc2[nH]c(=O)c(CN(Cc3nnnn3Cc3ccco3)C3CCCCC3)cc2c1,2,-0.2,1.4,-1.7,-4,-1.5,-2,-1,0.0,0.2,-0.8
COc1ccc(OC)c(NC(=O)C(CC(C)C)NC(=O)C2CCCCC2)c1 (stereo unspecified),-4,-0.5,2.8,-2.1,-2,-1.3,-3,5,0.2,-1.7,-0.6
COc1ccc(Cc2c(-c3ccc(F)cc3)nc3cc(C)c(Br)c(C)n23)c(C)c1,-7,-0.1,/,10.0,1,2.2*,1,-6,1.3,/,5.7*
Cc1nnc(SCC(=O)NNC(=O)COc2ccc(Br)cc2)n1C,3,0.3,0.3,3.8,0,-1.4,-1,-1,2.5,1.2,-0.1
CCN(CC)CCOC(=O)/C=C/c1ccccc1,0,0.3,2.4,-1.1,-4,-1.6,-5,10,0.6,1.4,1.3
O=C(c1ccc([N+](=O)[O-])cc1Cl)N1CCN(Cc2ccccc2)CC1,-3,0.5,-3.0,-2.4,3,-1.1,2,0,-3.3,-0.4,-0.2
C=CCNC(=O)c1onc(CSc2ccccc2F)c1C(=O)O,9,-0.1,-0.1,1.4,-1,-1.2,2,8,-0.1,0.3,-0.6
COCCNC(=O)C(c1ccc(O)cc1)N(C(=O)CCC(=O)Nc1nccs1)c1ccc(C)cc1 (stereo unspecified),0,-0.2,1.1,-2.0,-2,-0.3,-3,-4,-0.3,2.8,-1.4
Cc1ccn2c(NC3CCCCC3)c(-c3cccc(-c4cccc(Cl)c4)c3)nc2c1,6,-81,-0.3,1.1,3,-1.4,0,13,0.8,-0.3,-0.5
O=C(Nc1ccc(F)cc1)C1CC2CCC1C2 (stereo unspecified),4,0.1,1.8,2.1,-3,-0.6,3,1,0.2,0.3,-1.7
CC1(C)CC(=O)C2=C(C1)OC1=C(C(=O)CC(C)(C)C1)C2c1cccc([N+](=O)[O-])c1,-7,-0.4,-0.9,1.1,-9,-1.8,-1,-6,-1.0,0.1,0.3
CC(C)Oc1cccc(C(=O)C2CCCN(C(=O)c3ccnn3C)C2)c1 (stereo unspecified),-2,-0.2,1.2,-2.9,3,-0.7,-2,6,-0.6,0.8,-0.9
CCCOC1CCCN(C(=O)c2ccc(OC3CCN(Cc4ccccn4)CC3)cc2)C1 (stereo unspecified),7,0.3,-1.0,-2.5,3,-1.6,-1,-3,-3.8,-0.6,-0.1
O=C(NCC(=O)N1CCC(Cc2ccccc2)CC1)c1ccccc1F,3,-1.3,5.2,9.9,-1,-0.3,3,4,2.1,2.5,1.3
